Tau ThT inhib = qHTS for Inhibitors of Tau Fibril Formation, Thioflavin T Binding | 270,000 tested, 2.1% active | Microtubule-associated protein tau (Homo sapiens), P10636 | recombinant tau K18 P301L, heparin-induced fibrillization, ThT fluorescence | AID 1460, 2008 | Potency, µM (titrated, usually from 57.4 µM), for the others: top-dose activity, negative = inhibition, most hits filed as inhibitors; further: on the % scale 0 is the no-effect control and ±100 the full control effect; nearly all actives have a fitted effect of over 55% in size
Target sequence (P10636 561-689 P618L limits assumed): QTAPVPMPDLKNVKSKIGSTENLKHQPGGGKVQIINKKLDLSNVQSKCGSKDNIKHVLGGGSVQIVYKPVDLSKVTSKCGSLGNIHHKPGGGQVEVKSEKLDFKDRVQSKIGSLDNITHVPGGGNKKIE
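Recombinant human tau K18 fragment […] carrying P301L, 15 uM unlabeled plus 0.24 uM Alexa 594-labeled, was fibrillized with 20 uM heparin in 100 mM sodium acetate pH 7 for 6 hr at 37 C; 30 uM ThT fluorescence read after 1 hr.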
GAA inhib = qHTS Assay for Inhibitors of Human alpha-Glucosidase as a Potential Chaperone Treatment of Pompe Disease. 200,000 tested, 0.005% active. Lysosomal alpha-glucosidase (Homo sapiens), P10253. purified human GAA, 4-MU-alpha-glucoside fluorescence. Potency, µM (top dose mostly 76.9 µM), without a hit: top-dose activity change, negative = inhibition, usual class: inhibitors;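 further: plate controls were uninhibited enzyme wells for no effect and no-enzyme background for full effect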
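Endpoint fluorogenic read: 20 min room-temperature reaction of 4 nM human alpha-glucosidase with 400 uM 4-methylumbelliferyl-alpha-D-pyranoside, pH 5.0, quenched with 1M NaOH/1M glycine pH 10. AC50 from Hill modeling.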
Tau fluor cs = Counterscreen qHTS for Inhibitors of Tau Fibril Formation, Fluorescence Polarization | tau K18 P301L (four-repeat tau fragment) Alexa594 fluorescence, heparin fibrillization | Potency, µM (doses to about 57.7 µM), without a hit: top-dose activity change, negative = decrease | 280,000 tested, 0.93% active | AID 1463, 2008; further: on the % scale 0 is the no-effect control and ±100 the full control effect; nearly all actives have a fitted effect of over 55% in size
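Human K18 P301L tau (15 uM unlabeled plus 0.24 uM Alexa 594-labeled, final) in 100 mM sodium acetate pH 7 was mixed with compound and 20 uM heparin and incubated 6 hr at 37 C.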
HTT ATP protect = qHTS Multiplex Assay to Identify Dual Action Probes in a Cell Model of Huntington: Cytoprotection (ATP); PC12 HTT-Q103 induced, cytoprotection, ATP luminescence, 40 h; Potency, µM (series often up to 56.4 µM), inactives show cytoprotection (ATP increase), hits mostly activators; 230,000 tested, 0.14% active;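 further: % of control where 0% means no effect; nearly all actives have a fitted effect of over 45% in size; toxic huntingtin expression switched on by the ecdysone agonist tebufenozide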
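Quantitative HTS on tebufenozide-induced (100 nM) PC12 cells expressing HTTQ103 exon 1–GFP; compounds tested as a concentration series; survival measured via cellular ATP.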
GAA spleen mod = qHTS Assay for Inhibitors and Activators of Human alpha-Glucosidase From Spleen Homogenate; human spleen homogenate, 4-MU-alpha-glucoside fluorescence; Potency, µM (highest dose often 79.9 µM), for inactives: at the top dose activity change, negative = inhibition, hits mostly inhibitors; Lysosomal alpha-glucosidase (Homo sapiens), P10253; 240,000 tested, 0.006% active;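 further: 0% = enzyme with vehicle and -100% = no enzyme basal signal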
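Human spleen homogenate (1 ug) incubated with compounds and 1 mM 4-methylumbelliferyl-alpha-D-glucopyranoside in pH 5.0 citrate/phosphate buffer, 37 C, 40 min. Stopped at pH 10; 4-MU fluorescence (Ex 365/Em 440 nm); AC50 by Hill fit.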
GAA glycogen = qHTS Assay for Inhibitors and Activators of Human alpha-Glucosidase Cleavage of Glycogen; 300,000 tested, 0.38% active; AID 2100, 2009; Potency, µM (doses to about 76.4 µM), for inactives: at the top dose activity change, negative = inhibition, hits mostly inhibitors; recombinant GAA, glycogen substrate, Amplex Red glucose oxidase fluorescence; Lysosomal alpha-glucosidase (Homo sapiens), P10253;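 further: 0% = full enzyme reaction and -100% = no-enzyme basal signal; the screen sought inhibitors and activators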
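Natural-substrate format: glycogen cleavage by 4 nM human enzyme, glucose read by Amplex Red coupling (Ex 573, Em 610 nm). Normalized to enzyme and no-enzyme controls.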
aGal spleen mod = qHTS Assay for Inhibitors and Activators of Human alpha-Galactosidase From Spleen Homogenate; human spleen homogenate, 4MU-alpha-Gal fluorescence, 40 min; 240,000 tested, 0.008% active; Alpha-galactosidase A (Homo sapiens), P06280; Potency, µM (titrated, usually from 80 µM), for the others: top-dose activity change, negative = inhibition, actives largely listed as inhibitors;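 further: 0% = enzyme with vehicle and -100% = no enzyme basal signal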
Target sequence (P06280 32-429 limits assumed): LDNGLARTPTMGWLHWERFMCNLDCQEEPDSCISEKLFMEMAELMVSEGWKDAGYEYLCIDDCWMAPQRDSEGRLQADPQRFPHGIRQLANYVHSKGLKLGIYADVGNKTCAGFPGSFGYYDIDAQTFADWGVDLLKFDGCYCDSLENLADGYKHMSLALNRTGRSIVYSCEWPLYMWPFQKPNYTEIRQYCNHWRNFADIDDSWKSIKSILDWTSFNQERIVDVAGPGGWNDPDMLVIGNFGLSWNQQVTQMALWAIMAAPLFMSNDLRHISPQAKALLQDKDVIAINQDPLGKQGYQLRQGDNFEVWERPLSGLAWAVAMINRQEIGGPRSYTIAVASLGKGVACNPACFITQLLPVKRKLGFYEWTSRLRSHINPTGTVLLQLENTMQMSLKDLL
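qHTS titration in buffer at pH 5.0. Alpha-galactosidase activity in spleen homogenate was measured via 4-methylumbelliferone release from 1 mM fluorogenic substrate after 40 min at 37C and a pH 10 stop. AC50 came from Hill fits of control-normalized data.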
Tau fibril FP = qHTS for Inhibitors of Tau Fibril Formation, Fluorescence Polarization; Microtubule-associated protein tau (Homo sapiens), P10636; K18 P301L tau heparin fibrillization, Alexa594 FP, 6 h; Potency, µM (titrated, usually from 57.7 µM), without a hit: top-dose activity, negative = inhibition, most hits filed as inhibitors; 280,000 tested, 0.39% active; AID 1468, 2008; further: on the % scale 0 is the no-effect control and ±100 the full control effect; nearly all actives have a fitted effect of over 55% in size
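Steps: dispense K18 P301L tau (15 uM plus 0.24 uM Alexa 594 tracer, final) in pH 7 sodium acetate; add compound; add heparin (20 uM final); incubate 6 hr, 37 C; add ThT (30 uM final); after 1 hr ambient, read FP.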
Active calls of the source: *; ? = inconclusive; · = no result given; & = joins results of further samples; [ ] = another dose, or the depositor's remark. The call rests on the fitted dose curve; in most records, active means well fitted curve in the direction sought with a large enough effect; inconclusive means small, poorly fitted or top-dose-only effect, or another doubt; inactive means no such curve, though single readings can be large; an effect the other way counts as inactive or inconclusive. Potency means the concentration at half of the fitted maximal effect. No enrichment for hits, and some 3.3% of all compounds hit somewhere here.

Values run as follows: Tau ThT inhib	GAA inhib	Tau fluor cs	HTT ATP protect	GAA spleen mod	GAA glycogen	aGal spleen mod	Tau fibril FP
> Cc1ccc(S(=O)(=O)N2CCOCC2)cc1NC(=O)CSc1nccn1C
 : 3%	-3%	3%	19%[10 µM]	1%	8%	4%	2%
> C=C(C(=O)OCC)C(=O)c1ccccc1
 : 0%	·	-3%	·	0%	·	20%	?
> CCCCCCCCCCCCCCCC(=O)OC(CC(=O)O)C[N+](C)(C)C (configuration not stated)
 : ?	·	-12%&-6%	-32%[inhibitor]	-12%&0%	·	-15%&-2%	6%&8%
> CC12CCC(C(=O)NCc3ccc(F)cc3)(OC1=O)C2(C)C (configuration not stated)
 : 1%	12%	-1%	-8%	-3%	7%	-4%	3%
> O=C1CC(/C=C/c2ccco2)=Nc2ccccc2N1
 : ?	-5%	-23%	3%	-2%	-12%	5%	-7%
> CCNc1ncnc2c1cnn2C
 : -8%	1%	-8%	-44%	7%	4%	1%	-4%
> COc1c(C)cc(Br)cc1C(=O)Nc1ccc(Cc2ccncc2)cc1
 : ?	-8%	-9%	·	2%	6%	-9%	2%
> CC(C)n1c(Nc2ccccc2)nc2ccccc21
 : 1%	-5%	-8%	-18%[0.074 µM]	-1%	-8%	11%	8%
> COc1cc(CNCCSc2nnnn2C)ccc1OCc1ccccc1
 : -6%	·	-14%	·	·	15%[76.3 µM]	·	-3%
> Nc1ccc(OCC(O)C[n+]2ccc(CCS(=O)(=O)[O-])cc2)cc1 (configuration not stated)
 : -12%	1%	-2%	19%[10 µM]	3%	-25%	-9%	-10%

Compound profiles, from the list above. Order of screens: Tau ThT inhib | GAA inhib | Tau fluor cs | HTT ATP protect | GAA spleen mod | GAA glycogen | aGal spleen mod | Tau fibril FP
Entry for CC12CCC(C(=O)NCc3ccc(F)cc3)(OC1=O)C2(C)C (configuration not stated) → 1% | 12% | -1% | -8% | -3% | 7% | -4% | 3%
Entry for CC(C)n1c(Nc2ccccc2)nc2ccccc21 → 1% | -5% | -8% | -18%[0.074 µM] | -1% | -8% | 11% | 8%
Entry for Nc1ccc(OCC(O)C[n+]2ccc(CCS(=O)(=O)[O-])cc2)cc1 (configuration not stated) → -12% | 1% | -2% | 19%[10 µM] | 3% | -25% | -9% | -10%
Entry for COc1cc(CNCCSc2nnnn2C)ccc1OCc1ccccc1 → -6% | · | -14% | · | · | 15%[76.3 µM] | · | -3%
Entry for CCNc1ncnc2c1cnn2C → -8% | 1% | -8% | -44% | 7% | 4% | 1% | -4%

(next part)
Values run as follows: Tau ThT inhib	GAA inhib	Tau fluor cs	HTT ATP protect	GAA spleen mod	GAA glycogen	aGal spleen mod	Tau fibril FP
> COCCCn1cn[nH]c1=S
 : 2%	-5%	-2%	-5%	-1%	-7%	-3%	-3%
> C=CCc1c(C)nc(-c2ccccc2)nc1N/N=C/c1ccncc1
 : -18%	?	-28%	-98%[inhibitor]	·	-9%	-6%	?
> CCc1c(C)sc(NC(=O)c2cc(C3CC3)on2)c1C#N
 : -17%	-7%[15.4 µM]	-16%	8%	-9%	-7%	9%	-8%
> O=C(NCC1CCCO1)C(=O)N/N=C/c1ccc(O)c(Cl)c1 (configuration not stated)
 : -8%	·	-11%	9%[10 µM]	-8%	-2%	-1%	-2%
> COc1ccc(CCNC(=O)CSc2nc3cc(Cl)ccc3o2)cc1OC
 : -17%	-3%	-16%	9%	-2%	-18%	-10%	11%
> O=C1[C@@H]2C(c3cccnc3)=NO[C@@H]2C(=O)N1c1ccc(Cl)cc1Cl
 : -20%	-16%[15.4 µM]	-14%	11%[10 µM]	3%	-7%	0%	6%
> O=C(NC1CCCC1)O[C@@H]1C(=O)c2cc(Br)ccc2O[C@H]1c1ccc2c(c1)OCO2
 : -10%	·	-18%	?	8%	·	2%	-7%
> O=C(CSCc1cccc(Cl)c1)N/N=C/c1ccc(OCC(=O)N2CCCCC2)cc1
 : ?	-1%	-11%	-1%	-1%	?	-1%	-1%
> CCCCc1ccc(N/C(N)=N/c2nc(C)cc(C)n2)cc1
 : -8%	·	-6%	3%[10 µM]	-2%	-4%	-4%	15%
> COc1ccc(-n2nc(C(=O)NCC(=O)NCC3COc4ccccc4O3)c3ccccc3c2=O)cc1OC (configuration not stated)
 : 0%	5%	-13%	-17%	-13%	-1%	-1%	1%
> COc1ccc(OC)c(C2/C(=C(\O)c3ccc(OC)c(Cl)c3)C(=O)C(=O)N2CCN(C)C)c1 (configuration not stated)
 : -2%	-9%	7%	-36%	-5%	-3%	16%	9%
> Cc1c(NC(=O)C(C)Sc2ccccc2)c(=O)n(-c2ccccc2)n1C (configuration not stated)
 : -4%	-10%	-7%	20%[10 µM]	8%	3%	7%	-6%
> O=C(Nc1ccc(Nc2ccncc2)cc1)c1ccc([N+](=O)[O-])cc1
 : ?	-2%	-13%	36%[10 µM]	-8%	9%	-2%	7%
> O=C(/C=C/c1ccco1)Nc1ccccc1N1CCCC1
 : -3%	0%	-4%	·	-1%	?	3%	-4%
> O=C(Nc1ccccc1C(=O)N1CCOCC1)C1CCC(=O)N1C1CCCC1 (configuration not stated)
 : 10%	1%	-2%	-21%[0.074 µM]	-13%	7%	-5%	-4%
> Cc1ccc(CNC(=O)c2ccc3c(=O)[nH]c4c(C(=O)NCC5CCCO5)sc(=S)n4c3c2)cc1 (configuration not stated)
 : 8.9µM*	-2%	?	-18%	-2%	-11%	4%	-3%
> O=[N+]([O-])c1ccc(Oc2ccc(/C=N/O)cc2)nc1
 : 12%	5%	10%	-26%[10 µM]	-1%	-1%	-19%	2%
> CC1CC2(C)CC(C)C1(COC(=O)Nc1ccccc1)CO2 (configuration not stated)
 : -11%	-6%	-9%	·	-6%	-14%	2%	-4%
> N/N=C(\Cc1cscn1)c1ccc(O)cc1O
 : ?	·	-28%	27%[10 µM]	-2%	?	-4%	-2%
> Cc1cc(-c2ccc(Cl)s2)n[nH]1
 : -12%	8%	-9%	4%	-1%	-9%	-4%	4%
> COc1ccccc1NC(=S)NNC(=O)c1nn(C)c(C)c1Cl
 : ?	-3%	-13%	-7%	-5%	?	-2%	4%
> O=C(NNS(=O)(=O)c1ccc(F)cc1)c1sccc1-n1cccc1
 : 1%	2%	1%	18%[10 µM]	-3%	?	7%	5%
> O=C(NCc1ccco1)c1c(F)cccc1Cl
 : 7%	-4%	9%	0%[0.074 µM]	-17%	-2%	-16%	1%
> CC(=O)NCC(=O)OCc1ccc([N+](=O)[O-])cc1
 : 10%	3%	5%	·	4%	1%	6%	0%
> CC1(C)CC(=O)N(CC(=O)NCc2ccc(F)cc2)c2ccccc2S1(=O)=O
 : -2%	9%	2%	0%	2%	9%	3%	6%
> CC1(C)OC(=O)C(=CNc2ccccc2F)C(=O)O1
 : -3%	5%	2%	-1%	-1%	0%	12%	3%
> CCCCNc1cc(C(=O)O)cc(S(N)(=O)=O)c1Oc1ccccc1
 : -14%&-5%&-2%&-3%	-1%[15.4 µM]	-12%&-2%&-3%&-5%	?	3%	2%	2%	-8%&-1%&0%&8%
> O=C(NCc1cccnc1)c1cccc(C(F)(F)F)c1
 : -10%	-10%	-8%	-17%[0.074 µM]	4%	4%	10%	2%
> CCN(CC)S(=O)(=O)c1ccc(N2CCOCC2)c(NC(=O)c2c3c(nc4ccccc24)CCC3)c1
 : -5%	-9%	-17%	-7%[10 µM]	-12%	9%	6%	16%
> COc1cc(OC)cc(C(=O)NCCNC(=O)c2ccccc2)c1
 : -3%	-10%	-3%	9%	5%	-1%	2%	-4%
> Clc1ccc(N=NN2CCOCC2)cc1
 : ?	-1%	-23%	3%[10 µM]	2%	5%	1%	-8%
> CCOC(=O)CNC(=O)CSc1nc2sc(C)c(C)c2c(=O)n1C
 : -14%	7%	-8%	-16%	-2%	-1%	5%	-6%
> N#Cc1ccc(N2CCCC2C(=O)O)c([N+](=O)[O-])c1 (configuration not stated)
 : -1%	3%	2%	-3%	-7%	7%	4%	6%
> CCOC(=O)c1c(NC(=O)C(=O)N/N=C/c2ccc(OCC)cc2)sc2c1CCCCC2
 : -15%	5%	2%	19%[10 µM]	-4%	6%	1%	-5%
> O=S(Cc1ccc(Br)cc1)Cc1nnc(SCc2ccc(Cl)cc2)n1-c1ccccc1 (configuration not stated)
 : -6%	-20%	-8%	-52%[inhibitor]	-1%	1%	7%	0%
> O=C(c1cnccn1)N1CCN(C/C=C/c2ccccc2)CC1
 : -2%	1%	-2%	12%	0%	0%	2%	-1%
> O=C(Cc1cccs1)N=Nc1c(O)[nH]c2ccccc12
 : ?	·	-3%	-15%[10 µM]	-13%	3%	-5%	5%
> CC(C)NC(=O)CSc1nc(-c2ccccc2)cs1
 : -2%	2%	2%	-47%[inhibitor]	-10%	5%	-1%	8%
> O=C(CCCCn1c(=O)[nH]c2ccsc2c1=O)NCC1CCCO1 (configuration not stated)
 : 5%	0%	5%	14%[1.9 µM]	-2%	-2%	3%	4%
> COC(=O)c1cc(-c2ccc(Cl)cc2)n(-c2ccc(S(N)(=O)=O)cc2)n1
 : -1%	-1%	1%	-6%[10 µM]	14%	-3%	13%	-2%
> CCCCOC(=O)N/N=C/C=C/c1ccccc1
 : -3%	-1%	2%	3%[10 µM]	-1%	-3%	7%	-1%

Screening data (PubChem)
